# High-throughput results as filed in PubChem.
# Hsp90 Hop PPI = changes Hsp90-Hop TPR2A binding signal, up or down; AID 595; hit rate 0.44% among 71,000; AlphaScreen TPR2A-His6 binding biotin-Hsp90 C-terminal peptide; Potency, µM (series often up to 57 µM), without a hit: at the top dose activity change, negative = inhibition; active means well fitted curve in either direction with a large enough effect; inconclusive means small, poorly fitted or top-dose-only effect, or another doubt; further: potency means the concentration at half of the fitted maximal effect; on the % scale 0 is the no-effect control and ±100 the full control effect; many of its hits are not listed in these tables
# CRE Fsk mod = modulators of forskolin-stimulated CRE signaling in CHO cells; CHO CRE-bla reporter (cAMP response element driving beta-lactamase), forskolin EC10, beta-lactamase ratio; Potency, µM (top dose mostly 38.2 µM), without a hit: top-dose activity change, negative = inhibition, usual class: activators; AID 662; hit rate 2.5% among 71,000; active means well fitted activation curve with a large enough effect in the signal ratio, with a control signal flat, not every such curve was filed as active; inconclusive means small, poorly fitted or top-dose-only effect, or effect the other way, or a change in a side signal; the % refers to the signal ratio; further: potency means the concentration at half of the fitted maximal effect; % of control where 0% means no effect
#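 Modulation of forskolin signalling: compounds in titration series added with EC10 NKH 477 to CHO cells carrying a CRE-driven beta-lactamase reporter, 3 h, 37C. CCF4 FRET ratio (460/530 nm, ex 405 nm) gives %activity and AC50.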
# Ub-GFP proteasome = proteasome inhibitors stabilizing ubiquitin-GFP reporter; Ubiquitin-GFP reporter cells, proteasome inhibition, GFP fluorescence; response scale: untreated = 0%, 10 µM MG-132 = 100%; Potency, µM (series often up to 45.9 µM), without a hit: at the top dose activation (GFP accumulation), usual class: activators; 67,000 tested, under 10 active; active means well fitted activation curve with a large enough effect, not every such curve was filed as active; inconclusive means small, poorly fitted or top-dose-only effect, or another doubt; inactive means no such curve, though single readings can be large or run the other way; further: potency means the concentration at half of the fitted maximal effect
#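 U2OS Ub(G76V)-GFP reporter; O/N plating, 0.5% FBS; cpd 46 uM–2.9 nM, 4 h, 37 °C; GFP+ cell count, 488/515 nm; norm. to basal vs 10 uM MG-132; CRC fit.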
# HADH2 inh = inhibitors of human HADH2 dehydrogenase. Q99714. recombinant HADH2, NADH fluorescence, beta-hydroxybutyryl-CoA. Potency, µM (top dose mostly 57.1 µM), without a hit: at the top dose activity change, negative = inhibition, actives largely listed as inhibitors. hit rate 3.4% among 73,000. AID 886; further: potency means the concentration at half of the fitted maximal effect; on the % scale 0 is the no-effect control and ±100 the full control effect; nearly all actives have a fitted effect of over 60% in size; many of its hits are not listed in these tables
# Target sequence (Q99714 whole entry, looked up, one chain of several): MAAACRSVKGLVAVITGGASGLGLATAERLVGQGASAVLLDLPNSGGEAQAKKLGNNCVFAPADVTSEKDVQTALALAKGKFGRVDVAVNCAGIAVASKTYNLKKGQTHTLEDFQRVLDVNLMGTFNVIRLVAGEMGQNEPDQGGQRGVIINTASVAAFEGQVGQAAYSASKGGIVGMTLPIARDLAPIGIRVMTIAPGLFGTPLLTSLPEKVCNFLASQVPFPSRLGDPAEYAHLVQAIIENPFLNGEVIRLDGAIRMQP
#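 NADH fluorescence (ex 360/em 450 nm) read every 30 s for 4 min; activity taken as last-minus-first time point difference. Enzyme 20 nM, NAD+ 1 mM, beta-hydroxybutyryl-CoA 90 uM, pH 9.0 Tris buffer.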
# 15-hLO inh = inhibitors of human 15-lipoxygenase (ALOX15). P16050. purified 15hLO-1, xylenol orange hydroperoxide absorbance. Potency, µM (doses to about 57.1 µM), for the others: at the top dose activity change, negative = inhibition, hits mostly inhibitors. hit rate 1.4% among 74,000; further: potency means the concentration at half of the fitted maximal effect; on the % scale 0 is the no-effect control and ±100 the full control effect; nearly all actives have a fitted effect of over 55% in size
#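 Quantitative HTS in 25 mM Hepes pH 7.5 containing 0.01% Triton X-100: human 15hLO-1 at 40 nM, arachidonic acid at 50 uM, 6 min turnover. Product quantified via ferrous oxidation/xylenol orange, 573:405 nm absorbance ratio.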
# Luciferase inh = firefly luciferase inhibition; purified firefly luciferase, luminescence, 8 min; P08659; Potency, µM (series often up to 57.1 µM), inactives show top-dose activity change, negative = inhibition, hits mostly inhibitors; hit rate 2.2% among 72,000; AID 411; further: potency means the concentration at half of the fitted maximal effect; on the % scale 0 is the no-effect control and ±100 the full control effect; nearly all actives have a fitted effect of over 40% in size
# Target sequence (P08659 whole entry, looked up): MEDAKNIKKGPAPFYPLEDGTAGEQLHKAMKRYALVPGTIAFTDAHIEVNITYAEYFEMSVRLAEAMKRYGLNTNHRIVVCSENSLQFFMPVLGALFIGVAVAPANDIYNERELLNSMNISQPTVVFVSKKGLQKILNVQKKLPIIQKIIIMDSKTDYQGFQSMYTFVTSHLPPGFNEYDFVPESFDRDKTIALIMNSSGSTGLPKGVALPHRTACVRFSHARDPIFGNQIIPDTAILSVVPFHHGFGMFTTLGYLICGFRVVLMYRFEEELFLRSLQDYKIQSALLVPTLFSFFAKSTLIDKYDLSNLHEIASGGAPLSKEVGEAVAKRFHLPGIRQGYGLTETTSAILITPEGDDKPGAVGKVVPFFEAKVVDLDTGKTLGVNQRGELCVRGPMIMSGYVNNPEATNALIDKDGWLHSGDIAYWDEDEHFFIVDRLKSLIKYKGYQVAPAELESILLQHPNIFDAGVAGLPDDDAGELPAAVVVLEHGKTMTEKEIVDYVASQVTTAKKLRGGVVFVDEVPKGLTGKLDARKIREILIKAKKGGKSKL
#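 qHTS concentration-response profiling: light output of P. pyralis luciferase with luciferin and 10 uM ATP, imidazole buffer pH 7.2. Read by luminescence after 8-min room-temperature incubation.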
# ERK AVP inh = blocks ERK signaling stimulated by vasopressin. Potency, µM (series often up to 57.5 µM), for inactives: top-dose activity, negative = inhibition, actives largely listed as inhibitors. AID 995. HEK293-V1b, vasopressin-stimulated pERK AlphaScreen. hit rate 0.99% among 72,000; further: potency means the concentration at half of the fitted maximal effect; on the % scale 0 is the no-effect control and ±100 the full control effect; nearly all actives have a fitted effect of over 55% in size
#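 Overnight-seeded V1b-HEK293 cells in 1% FBS got compound, then vasopressin (25 nM final, 5 min, 37C), then lysis buffer. AlphaScreen detection of phospho-ERK; activity normalized to basal and full-stimulation controls.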
# GFP derepression = derepresses silenced GFP locus in mouse C127i cells; mouse C127i GFP locus derepression, cytometry, 30 h; hit rate 0.09% among 68,000; Potency, µM (top dose mostly 46.1 µM), for inactives: top-dose GFP derepression (activation); further: % of control where 0% means no effect
#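 Murine C127i mammary cells carrying a silenced, stably integrated CMV-driven GFP reporter were treated with compound for 30 hours at 37 C. After PBS washes, GFP-positive cells were counted by laser-scanning microplate cytometry.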
# Tau filament bind = tau filament binding. P10636. recombinant tau filaments, thioflavin S fluorescence, 15 h; filaments grown with octadecylsulfate alongside compound. Potency, µM (doses to about 57.1 µM), inactives show top-dose activity change, negative = inhibition. hit rate 2% among 71,000;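 further: potency means the concentration at half of the fitted maximal effect; on the % scale 0 is the no-effect control and ±100 the full control effect; actives lower thioflavin S fluorescence by blocking filaments or displacing dye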
#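 Assay mix: 1 uM His-tagged tau, 30 uM sodium octadecylsulfate, thioflavine S dye in HEPES/NaCl/DTT buffer. Compound is added prior to the inducer. Fluorescence after 15 h at 37 C.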
# DNA Pol III inh = DNA polymerase III holoenzyme inhibition | reconstituted DNA polymerase III holoenzyme replication, biochemical | Potency, µM (titrated, usually from 57.1 µM), for inactives: at the highest dose activity change, negative = inhibition | hit rate 0.25% among 71,000; further: potency means the concentration at half of the fitted maximal effect; on the % scale 0 is the no-effect control and ±100 the full control effect
#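 Reconstituted *E. coli* holoenzyme (0.35 nM Pol III, 1 nM beta, 154 nM SSB, 2 nM primase) was preincubated with compound for 15 min at RT. Synthesis on 1.4 nM ssM13Gori ran 35 min, then was stopped with PicoGreen/EDTA and read as dsDNA fluorescence.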
# HBB splicing = modulators of hemoglobin beta chain splicing; HBB splicing reporter cell assay, activation; EGFP reporter with mutant IVS2-654 intron; response scale: normalised to 500 nM splice-correcting PNA; Potency, µM (top dose mostly 46.1 µM), without a hit: top-dose activation, hits mostly activators; hit rate 0.06% among 65,000; AID 925; further: potency means the concentration at half of the fitted maximal effect; 0% is about no effect
#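 Compounds were applied for 2 days to HeLa EGFP-654 cells, 500/well in Optimem with 2% FCS. The reporter's EGFP is disrupted by mis-splicing of beta-globin intron IVS2-654. Readout: summed well GFP fluorescence from 488 nm laser scanning; reference was 500 nM antisense […] 654 PNA.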
# Numbers without * were called inactive; ? = inconclusive; . = not tested or not shown; [ ] = dose if it differs, or a comment. Unless noted, the call rests on the fitted dose curve; in most records, active means well fitted curve in the direction sought with a large enough effect; inconclusive means small, poorly fitted or top-dose-only effect, or another doubt; inactive means no such curve, though single readings can be large; an effect the other way counts as inactive or inconclusive. A portion of the library; the hit share may differ from the screen's.
# Fields: Hsp90 Hop PPI | CRE Fsk mod | Ub-GFP proteasome | HADH2 inh | 15-hLO inh | Luciferase inh | ERK AVP inh | GFP derepression | Tau filament bind | DNA Pol III inh | HBB splicing
- Cc1cc(NS(=O)(=O)c2ccc(NC(=O)C(C)N3C(=O)c4ccccc4C3=O)cc2)nc(C)n1 (centres undefined)
→ -1.2% | -5.2% | 9.8% | -1.7% | -1.5% | 0.1% | -10.1% | 3.4% | 8.0% | -2.2% | 0.8%
- CC1CC(C)CN(CC(=O)Nc2ccc(S(N)(=O)=O)cc2)C1 (centres undefined)
→ 0.8% | 0.2% | -2.5% | 15.6% | 7.6% | 2.2% | -12.1% | -2.7% | -4.0% | -1.8% | 0.0%
- C=CCn1c(=O)/c(=C/c2ccc(Cl)cc2)s/c1=C(/C#N)c1nnc2n1CCCCC2
→ -3.8% | ? | 4.8% | -5.9% | -21.9% | -2.5% | 10.5% | 1.6% | 15.8µM* | -4.5% | -0.3%[57.5 µM]
- O=C(CSCc1cnn(-c2ccccc2)c1-n1cccc1)NCc1cccs1
→ -2.9% | -0.7% | 4.0% | -12.2% | 3.8% | -2.4% | 13.0% | 0.0% | 7.5% | -1.9% | -0.2%
- O=C(O)CCC(=O)NC1CCCCCCC1
→ -3.8% | 1.9% | 0.8% | 6.6% | 3.9% | -5.8% | 3.3% | 0.0% | -11.9% | -0.1% | -0.5%
- COc1ccc(C(=O)NCC2OCCc3ccccc32)c(O)c1 (centres undefined)
→ 1.9% | ? | -0.9% | ? | ? | -2.0% | -8.9% | 0.0% | -6.1% | -11.2% | 1.2%
- COc1ccc(N=c2oc3c(OC)cccc3cc2C(=O)NCc2ccco2)cc1OC
→ -3.0% | ? | -5.1% | 10.8% | -1.3% | 0.6% | -1.4% | ? | 1.26µM* | -3.7% | .
- c1ccc(-n2nnnc2SCc2cn3ccccc3n2)cc1
→ -2.4% | ? | 4.4% | -2.1% | 0.7% | -1.1% | -4.5% | 0.0% | -7.1% | 4.4% | -5.8%[57.5 µM]
- COC(=O)c1ccc(CSc2nc3c(cnn3-c3ccccc3)c(=O)[nH]2)o1
→ -1.9% | 3.98µM* | -3.1% | -14.4% | -18.7% | 1.6% | 27.6% | 6.7% | 86.6% | 0.8% | -0.1%
- [O-][n+]1onc2c1C(N1CCOCC1)CCC2N1CCOCC1 (centres undefined)
→ -3.7% | -2.2% | -1.7% | 0.6% | -2.6% | 2.5% | -9.2% | -0.5% | -3.6% | -6.1% | 0.3%[0.369 µM]
- CCOc1ccccc1-c1nnc(SCC(=O)Nc2ccccc2)o1
→ 2.0% | 4.1% | -0.5% | -3.6% | -3.6% | -0.8% | ? | -3.2% | 5.5% | -1.0% | -0.3%
- CCC(c1nnnn1CCOC)N1CCN(c2cccc(C(F)(F)F)c2)CC1 (centres undefined)
→ 0.7% | -3.1% | -1.6% | -4.8% | -6.3% | 0.0% | -7.4% | -2.3% | -6.0% | -0.6% | 0.1%[57.5 µM]
- O=C(CSc1nnc(COc2ccccc2)o1)Nc1nccs1
→ ? | -0.4% | 8.7% | 0.6% | 32.1%[activator] | -5.6% | -19.1% | 3.4% | -3.2% | -0.5% | -0.3%
- COCCn1c(SCC#N)nnc1-c1ccccc1O
→ -0.4% | -4.4% | 6.4% | 0.2% | -11.8% | -2.1% | -7.7% | 3.3% | -11.5% | -0.4% | -0.5%[57.5 µM]
- COc1ccc(C)cc1NC(=O)C1CCN(S(=O)(=O)c2cccc3cccnc23)CC1
→ -2.3% | -21.4% | -6.2% | 2.3% | 5.5% | 1.5% | -16.9% | 5.8% | 36.4% | -3.8% | -0.2%
- Cc1cc(N2CCN(c3ccccc3)CC2)nc(-n2nc(C)cc2C)n1
→ -3.4% | ? | -1.6% | 3.7% | 34.0%[activator] | -0.3% | ? | 4.3% | 11.7% | -0.3% | 0.8%[0.369 µM]
- COc1ccc(S(=O)(=O)NC(CC(=O)N2CCc3ccccc32)c2ccco2)cc1 (centres undefined)
→ -1.7% | ? | 14.8% | -5.0% | -9.2% | -0.9% | 17.7% | -2.9% | 5.3% | 15.7% | 0.3%
- Cc1cccn2cc(CNC(=O)CC3CCCC3)nc12
→ -10.8% | ? | 12.6% | 5.9% | -0.7% | -0.1% | 7.0% | 8.6% | 3.1% | 4.2% | 2.8%
- COc1ccc(NC(=O)Nc2cccs2)cc1OC
→ -24.3% | 8.3% | -7.5% | ? | 20µM* | 25.1µM* | ? | 1.3% | 135.8% | -2.6% | -1.1%
- N#Cc1c(N2CCN(C(=O)c3ccco3)CC2)nc(-c2ccccc2)c2c1CCCC2
→ 10.9% | ? | -2.9% | 31.6µM* | -13.3% | -0.6% | -28.4% | -1.0% | 128.8% | -3.0% | -1.4%[9.22 µM]
- C/C=C/Cn1c(SCc2ccccc2)nc2c1c(=O)[nH]c(=O)n2C
→ -1.7% | ? | -8.0% | ? | -14.5% | -0.3% | -21.6% | 4.5% | 20.4% | -4.6% | -0.3%[57.5 µM]
- COc1ccc(S(=O)(=O)Nc2ccc(NC(C)=O)cc2)cc1OC
→ -3.0% | -1.3% | -0.3% | -0.3% | 7.4% | -0.1% | -21.5% | 3.2% | 305.5% | -5.0% | -0.9%
- COC(=O)c1ccc(C(NC(=O)OCc2ccccc2)/C(=C/[C@@H](C)C(=O)NCc2ccc(-c3ccccc3)cc2)c2cccnc2)cc1 (some centres undefined)
→ -6.1% | ? | . | 12.9% | -5.4% | . | -11.4% | . | 15.2% | 1.4% | -0.9%
- Cc1ncc2c(c1OC(=O)c1ccccc1)COC(C)(C)OC2
→ -7.4% | 5.3% | -0.2% | 4.2% | 1.3% | -1.2% | -3.4% | 2.2% | -3.2% | -11.1% | -0.9%
- N#Cc1ccccc1NC(=O)COC(=O)c1ccc(S(=O)(=O)N2CCCC2)cc1
→ 0.1% | -10.6% | -6.9% | 0.8% | 2.4% | 1.2% | -26.4% | 0.0% | -1.3% | 3.3% | -1.5%
- CCOC(=O)N1CCN(Cc2nc(-c3ccc(C)cc3)no2)CC1
→ ? | -3.3% | 1.7% | 7.1% | -2.5% | 1.1% | 34.7%[activator] | 0.0% | -10.1% | 6.1% | -0.6%
- CCOCCCNC(=O)CN1CCN(c2ccc(F)cc2)CC1
→ -4.3% | -1.7% | 0.0% | 6.6% | -2.3% | -0.1% | -7.1% | -3.8% | -1.5% | -0.7% | .
- Cc1nc(NC(=O)c2cc3c(s2)CCCCC3)sc1C(=O)N(C)C
→ -4.9% | 9.7% | 8.9% | -17.1% | -6.3% | -8.7% | ? | 0.0% | -0.1% | -1.1% | 1.2%
- COc1ccc(-c2nc3cnc(N4CCNCC4)nc3n(CCc3ccccc3)c2=O)cc1
→ ? | ? | -0.6% | 11.5% | 3.5% | 1.6%[11.4 µM] | 34.0%[activator] | -2.4%[9.22 µM] | 71.5% | -1.7% | 0.2%
- CN1C(=C2C(=O)OC(C)(C)OC2=O)Sc2ccccc21
→ -1.5% | 3.0% | 3.7% | -11.3% | 6.5% | -19.2% | -20.2% | -4.3% | 12.0% | -4.1% | -1.5%
- O=C(O)CNC1=NCCC1
→ 1.4% | -21.9% | -0.7% | 2.8% | 7.8% | 1.7% | 3.3% | 0.0% | -4.0% | 4.5% | -1.4%[1.84 µM]
- CC(C)NC(=O)Cn1nnc(-c2ccc(Cl)cc2)n1
→ -2.1% | -3.0% | -3.1% | 4.9% | 4.2% | 3.9% | 3.9% | 6.7% | -13.4% | ? | 0.1%[57.5 µM]
- CC(C)C(NS(=O)(=O)c1ccc(Br)s1)C(=O)O (centres undefined)
→ -2.4% | -12.5% | -8.1% | 0.4% | -2.8% | -1.1% | 1.9% | -0.3% | -2.9% | -6.6% | 4.9%
- Brc1ccccc1-c1nnc(COc2ncnc3c2cnn3-c2ccccc2)o1
→ 1.0% | ? | -3.0% | 5.4% | 1.8% | 1.5% | 31.6µM* | 0.0% | -2.5% | 0.6% | 0.0%[57.5 µM]
- O=c1c2c(nc3nc(SCc4ccccc4)[nH]n13)CCC2
→ 0.0% | -11.8% | 0.5% | 0.7% | 2.3% | -2.1% | 10.5% | 0.0% | -5.1% | 3.5% | -0.7%[57.5 µM]
